PLCb3 inh – PLC-beta3 (human) inhibition, primary screen; Purified PLC-beta3, fluorogenic substrate, fluorescence; hit rate 0.18% among 370,000; inhibition, % at 12.2 µM; in the data active = inhibition above about 11%;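 also: 0% = median of compound wells on plate and 100% = full blocker control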
Target sequence (Q01970 whole entry, looked up): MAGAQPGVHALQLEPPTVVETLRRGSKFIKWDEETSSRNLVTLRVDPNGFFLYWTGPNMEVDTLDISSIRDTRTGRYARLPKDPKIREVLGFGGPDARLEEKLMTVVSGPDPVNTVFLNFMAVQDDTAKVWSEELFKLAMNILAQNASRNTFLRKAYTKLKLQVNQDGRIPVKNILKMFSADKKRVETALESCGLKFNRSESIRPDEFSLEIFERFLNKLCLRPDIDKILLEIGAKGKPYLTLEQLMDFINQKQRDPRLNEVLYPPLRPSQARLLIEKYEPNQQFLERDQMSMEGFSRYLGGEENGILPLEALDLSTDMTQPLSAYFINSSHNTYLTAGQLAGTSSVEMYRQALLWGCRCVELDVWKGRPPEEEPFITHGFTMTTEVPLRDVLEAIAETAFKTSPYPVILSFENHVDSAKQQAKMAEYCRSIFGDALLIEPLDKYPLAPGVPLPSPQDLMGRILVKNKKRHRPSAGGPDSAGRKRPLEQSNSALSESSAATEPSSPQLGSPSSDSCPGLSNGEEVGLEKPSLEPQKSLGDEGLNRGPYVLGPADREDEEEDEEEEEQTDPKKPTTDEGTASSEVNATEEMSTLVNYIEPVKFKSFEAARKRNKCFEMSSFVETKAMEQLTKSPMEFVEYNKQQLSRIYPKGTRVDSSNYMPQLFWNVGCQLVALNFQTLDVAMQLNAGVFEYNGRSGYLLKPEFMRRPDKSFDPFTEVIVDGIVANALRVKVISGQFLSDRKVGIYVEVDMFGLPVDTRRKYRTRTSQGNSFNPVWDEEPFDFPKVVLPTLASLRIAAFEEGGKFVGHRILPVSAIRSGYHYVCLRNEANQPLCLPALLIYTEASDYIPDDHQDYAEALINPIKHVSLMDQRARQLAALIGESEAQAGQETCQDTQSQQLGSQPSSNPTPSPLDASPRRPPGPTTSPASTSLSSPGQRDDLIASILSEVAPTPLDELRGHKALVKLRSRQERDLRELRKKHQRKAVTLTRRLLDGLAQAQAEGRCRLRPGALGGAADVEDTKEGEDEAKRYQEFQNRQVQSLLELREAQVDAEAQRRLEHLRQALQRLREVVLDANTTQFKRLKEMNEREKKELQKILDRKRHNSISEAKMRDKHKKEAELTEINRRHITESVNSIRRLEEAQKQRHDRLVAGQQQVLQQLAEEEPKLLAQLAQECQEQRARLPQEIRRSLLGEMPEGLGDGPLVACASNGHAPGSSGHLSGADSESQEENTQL
PLCg1 inh – inhibitors of human phospholipase C gamma1. AID 720700. purified PLC-gamma1, fluorogenic substrate, fluorescence. hit rate 0.84% among 370,000. P19174. inhibition, % at 12.2 µM; in the data active = inhibition above about 9.5%
ADAM17 inh – inhibits human ADAM17; recombinant ADAM17, EDANS/DABCYL FRET peptide cleavage; P78536; inhibition, % at 6.95 µM; hit rate 0.83% among 370,000;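 active = inhibition above the mean of compounds lying between control limits plus 3 SD, set per campaign, cut at about 8.5% in these data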;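 also: 0% = DMSO-only wells as the low control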
ssDAF12 agonist – S. stercoralis DAF-12 activation, primary screen | hit rate 1% among 370,000 | AID 652126 | activation, % at 6.8 µM | HEK293 ssDAF-12/GRIP1 lit1-tk-luc reporter, luminescence; % of 3 µM dafachronic acid response;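 active = activation above the mean over all tested compounds plus 3 SD, cut at about 0.9% in these data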;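 also: 0% = DMSO-only wells and 100% = 3 µM delta7-dafachronic acid wells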
DAX1 inh-1 – DAX1 (NR0B1) inhibition, primary screen | HEK293T StAR-luciferase reporter, SF-1/DAX-1 repression relief | inhibition, % at 6.8 µM | AID 652010 | hit rate 1.1% among 370,000;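 active = inhibition above the mean over all tested compounds plus 3 SD, cut at about 3.6% in these data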;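 also: 0% = DAX-1 cells with DMSO and 100% = cells lacking DAX-1 with DMSO; higher inhibition means more luminescence from relief of DAX-1 repression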
hcDAF-12 act – H. contortus DAF-12 activation, primary screen. HEK293 hcDAF-12 lit1-tk-luc reporter, luminescence; 0% DMSO, 100% Δ7-dafachronic acid. activation, % at 6.8 µM. hit rate 1.4% among 370,000;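 active = activation above the mean of all tested compounds plus 3 SD, cut at about 5.5% in these data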;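 also: 100% = response to 3 µM Δ7-dafachronic acid high control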
DAX1 inh-2 – inhibitors of human orphan nuclear receptor DAX1 (NR0B1); HEK293 Gal4-DAX1 luciferase reporter, luminescence; AID 504766; hit rate 0.99% among 340,000; P51843; inhibition, % at 6.75 µM;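 active = inhibition above the mean over all tested compounds plus 3 SD, cut at about 4.2% in these data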;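 also: 0% = DAX1-transfected cells with DMSO and 100% = empty-vector control cells with DMSO; inhibition shows as a rise in luminescence from relieved DAX1 repression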
ADAM10 inh – inhibits human ADAM10; recombinant ADAM10, EDANS/DABCYL FRET peptide cleavage, 3 h; hit rate 0.62% among 370,000; inhibition, % at 7 µM; O14672;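 active = inhibition above a per-campaign cutoff equal to the mean of compounds falling between control-based bounds plus 3 SD, cut at about 20% in these data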;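 also: 0% = DMSO wells while the 100% control is not disclosed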
HGIII-sPLA2 inh – Blocks human group III sPLA2 activity. hit rate 0.56% among 370,000. inhibition, % at 12.2 µM. QFRET BODIPY PC-A2 liposome hydrolysis, fluorescence. Q9NZ20. AID 743126;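 active = inhibition above mean plus 3 SD of compounds lying within the high and low control bounds, cut at about 19% in these data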;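 also: 0% = median of test compound wells and 100% = no enzyme DMSO wells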
hgDAF12 agonist – hgDAF-12 agonism, primary luciferase screen. hit rate 1.8% among 370,000. activation, % at 6.8 µM. HEK293 GAL4-hgDAF12 UAS-luciferase reporter, agonist luminescence; normalized to butyrate control. AID 687014;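 active = activation above a cutoff set at the mean of all screened compounds plus 3 SD, cut at about 10% in these data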;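 also: 0% = DMSO wells and 100% = sodium butyrate wells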
GAA850 FXN act – frataxin GAA850 promoter activation. HEK293 lucGAA850 FXN promoter luciferase reporter, 24 h; percent of 10 µM SAHA response. activation, % at 6 µM. hit rate 0.56% among 360,000. AID 540364;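 active = activation above the average of all compounds screened plus 3 SD, cutoff fixed separately per campaign, cut at about 7.5% in these data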;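 also: 0% = DMSO wells and 100% = 10 µM SAHA wells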
* hit, by the source's call; nt = not tested or not shown. This is a random part of the collection, and some 6.9% of all compounds hit somewhere here.

SMILES | PLCb3 inh | PLCg1 inh | ADAM17 inh | ssDAF12 agonist | DAX1 inh-1 | hcDAF-12 act | DAX1 inh-2 | ADAM10 inh | HGIII-sPLA2 inh | hgDAF12 agonist | GAA850 FXN act
COC(=O)C1CCN(C(=O)c2cc3ccccc3oc2=O)CC1 | 4 | -1 | -4 | -0.8 | 0.5 | 0.2 | -0.2 | 2 | 5 | 9.0 | 1.9
CCNC(=O)c1cc2c(c(-c3cccc(-c4cccnc4)c3)n1)[C@H](CCO)N(S(C)(=O)=O)C2 | 1 | -1 | -4 | 0.4 | -2.1 | 0.1 | nt | -3 | 7 | 2.8 | nt
Cc1cccc(C(=O)NCCCn2ccnc2)c1C | -4 | 0 | 3 | -1.0 | -0.1 | -0.1 | -0.8 | -3 | -1 | 2.2 | -0.1
CC(=O)c1cccc(NC(=O)c2cccc3c(-c4cccc(C(N)=O)c4)coc23)c1 | -2 | -2 | -2 | -2.0 | -6.5 | -4.8 | nt | -3 | -26 | -9.5 | -7.9
CC1(C)OC(=O)C(=CNc2ccc(F)cc2)C(=O)O1 | 0 | -3 | -5 | -1.6 | 0.1 | -1.3 | -0.3 | -4 | 11 | -0.2 | 0.1
Cc1ccc(-c2nc3c(c(=O)[nH]c(=O)n3Cc3ccccc3)n2C)o1 | -111 | -89 | -103 | -1.6 | -0.5 | -2.0 | 1.7 | -280 | 2 | -3.0 | 3.6
Cc1ccc(C(=O)NC(NC(=S)Nc2ccc(S(N)(=O)=O)cc2)C(Cl)(Cl)Cl)cc1 (centres undefined) | 3 | 3 | 6 | -1.1 | -0.4 | 1.3 | 0.2 | 14 | -52 | -0.7 | -1.1
COC(=O)CSc1nc2ncccc2[nH]1 | 2 | 1 | 2 | -1.6 | 0.5 | -1.5 | 2.9 | 1 | 2 | 1.7 | 1.3
COC(=O)c1nnn(-c2cccc(Cl)c2)c1C(=O)OC | -11 | 1 | -2 | -1.9 | -0.1 | -0.3 | 1.7 | -7 | 3 | -0.5 | 1.0
COC(=O)Cn1c(CN2CCc3ccccc3C2)nc2c1c(=O)n(C)c(=O)n2C | -21 | -20 | -18 | -0.6 | -1.1 | 1.5 | 0.4 | -51 | -5 | 1.5 | -2.2
CCC(CC)C(C(=O)NC1CCCC1)N1CCN(c2cc(C)nc3ccccc23)CC1 (centres undefined) | 5 | 2 | -2 | -0.8 | -0.1 | -2.0 | nt | -6 | 0 | 2.4 | nt
Cc1ccccc1N1CCN(C(=O)COc2cc(=O)n(C)c3ccccc23)CC1 | 4 | 5 | 2 | -0.2 | -0.1 | -4.3 | nt | 3 | 7 | 0.6 | nt
CCC1(C(=O)O)NC(c2cccc(OC)c2O)C2C(=O)N(c3ccccc3)C(=O)C21 (centres undefined) | 0 | -1 | -2 | -1.6 | -0.8 | -1.5 | 1.9 | -16 | 3 | -1.2 | -0.9
OC(COc1ccc(C2C=CCC2)cc1)CN1CCCCC1 (centres undefined) | -2 | 2 | 1 | -1.1 | 0.0 | -1.5 | 0.1 | 5 | 3 | 1.2 | 3.9
O=C(O)CC1(CC(=O)NCc2ccc(-c3cccs3)cc2)CCCCC1 | -11 | -1 | -5 | -0.7 | -0.1 | -1.8 | 3.1 | -9 | -3 | -3.2 | -0.5
C[C@H](CO)N1C[C@H](C)[C@@H](CN(C)C(=O)Nc2cccc(Oc3ccccn3)c2)OCc2cn(nn2)CCCC1=O | -1 | 2 | -1 | -0.8 | 1.7 | -1.2 | nt | -1 | 7 | 1.5 | nt
COc1ccc(N=C2CCS(=O)(=O)c3sccc32)cc1 | -1 | -1 | -2 | -0.2 | 0.2 | 0.2 | 0.0 | 10 | 3 | 3.7 | 2.7
COc1ccc(C(=O)Nc2ccccc2C(=O)NCCN2CCOCC2)cc1 | -2 | -1 | -1 | -1.3 | 0.0 | -1.4 | 0.2 | 1 | -3 | 2.0 | 3.5
COc1ccc(-c2cc(C(F)(F)F)c(C#N)c(SCC(=O)O)n2)cc1 | -53 | -33 | -49 | 0.0 | 0.0 | 4.8 | -0.1 | -127 | 2 | 2.1 | -0.6
O=[N+]([O-])c1ccc(CP(=O)(c2ccccc2)c2ccccc2)cc1 | -3 | 4 | -4 | -1.8 | 0.3 | -1.0 | 1.9 | 6 | -1 | 2.2 | -0.4
Cc1cc(C)n(CCc2nc(-c3cccs3)cs2)n1 | 1 | 1 | -1 | -1.6 | 0.5 | -0.9 | -0.5 | 5 | -1 | 0.2 | 3.5
Cc1ccc(C)c(OCCCC(=O)NC2CCCCC2)c1 | -2 | 2 | -2 | -2.0 | 0.3 | 0.1 | 1.9 | 7 | 0 | 1.9 | 0.4
COc1ccc(NC(=O)N(Cc2cc3cc(OC)c(OC)cc3[nH]c2=O)CC2CCCO2)cc1 (centres undefined) | -12 | -4 | -49 | -1.6 | 1.0 | 0.3 | -0.7 | -163 | 1 | 1.1 | 0.9
CCS(=O)(=O)c1ccc(O)c(NC(=O)COc2ccccc2)c1 | 0 | 1 | -2 | -0.4 | -0.3 | 0.5 | -0.1 | 1 | 2 | 0.2 | 2.2
O=C(c1cc(-c2ccccc2)nc2ccccc12)N1CCN(C2CCS(=O)(=O)C2)CC1 (centres undefined) | -2 | -1 | 1 | 0.0 | 0.3 | -1.0 | -0.5 | -7 | -2 | 2.0 | 1.0
(listing goes on)
SMILES | PLCb3 inh | PLCg1 inh | ADAM17 inh | ssDAF12 agonist | DAX1 inh-1 | hcDAF-12 act | DAX1 inh-2 | ADAM10 inh | HGIII-sPLA2 inh | hgDAF12 agonist | GAA850 FXN act
CCN(CC(=O)Nc1ccccc1C(F)(F)F)C(=O)/C=C/c1ccc(Cl)c([N+](=O)[O-])c1 | -2 | 5 | -1 | -0.7 | -1.0 | -0.2 | 1.5 | 1 | -3 | -0.7 | 0.1
CC(C)CCSc1nnc(Cn2c(=O)sc3ccccc32)n1C | 0 | 1 | -3 | -1.8 | 0.3 | -0.9 | 0.0 | -8 | 2 | -1.0 | 0.3
CC(C)NC(=O)Nc1ccc2c(c1)C(=O)N([C@H](C)CO)C[C@H](C)[C@@H](CN(C)Cc1ccc(C(F)(F)F)cc1)OCCCC[C@H](C)O2 | -2 | 0 | -2 | -0.7 | 0.0 | 0.3 | 0.6 | -12 | -7 | 2.0 | 0.6
CC(=O)Nc1sc(C)c(C)c1CN1CCN(Cc2ccccc2)CC1 | -8 | 0 | -3 | -1.4 | 0.2 | -0.5 | -0.8 | 0 | 0 | 0.4 | 2.8
O=C(CCC(=O)c1ccc(Oc2ccccc2)cc1)Nc1ccc(C(=O)O)cc1 | -9 | 0 | -3 | -1.4 | -0.4 | -3.2 | -0.8 | 0 | -12 | -0.9 | 1.0
CCN1CCC(CNCc2cn(-c3ccc(OC)cc3)nc2-c2ccccc2Cl)C1 (centres undefined) | 2 | 2 | 1 | -1.2 | 1.1 | -2.1 | 2.9 | 7 | -1 | 3.8 | -1.9
COc1ccc(OC)c(CNC(=O)C2CCC(=O)N(CCCN3CCCC3=O)C2)c1 (centres undefined) | -5 | 2 | -5 | -0.9 | 0.4 | 0.5 | 0.9 | -8 | 7 | 0.1 | 0.7
CCCCOCCCNC(=O)C[C@@H]1C[C@@]2(C(=O)OC)CC(C)(C)CC=C2N(Cc2ccccc2)C1=O | 4 | 1 | -1 | -0.9 | -0.1 | 0.0 | nt | 1 | -5 | -4.1 | nt
O=C(Nc1ccc2c(c1)OCO2)c1ccc(Cl)cc1Cl | -3 | -1 | 1 | -0.2 | 16* | 11* | -0.1 | -1 | -1 | 18* | 2.4
COc1ccccc1N1CCN(S(=O)(=O)c2ccc3c4c(cccc24)C(=O)N3)CC1 | -12 | -13 | 2 | -1.3 | -0.2 | 1.2 | 1.1 | -8 | -14 | 0.8 | 0.1
CN1CCC(OC(=O)c2ccco2)CC1 | -1 | -1 | -7 | -1.6 | -0.5 | -0.8 | -0.2 | 2 | 7 | -2.4 | -0.9
O=C(NC1CCCCC1)c1ccccc1NC(=S)NC(=O)C1CC1 | -1 | -1 | -3 | -0.1 | -0.1 | -3.1 | -1.0 | -9 | 2 | 1.5 | 3.7
Cn1ncc2c(Nc3ccc(Cl)c(Cl)c3)ncnc21 | -41 | -31 | 1 | -1.6 | 1.2 | -1.6 | 0.5 | -13 | -1 | 5.1 | 5.4
CC1CCCN(CCCN2C(=O)C3C(C(=O)Nc4ccc(Cl)cc4)C4C=CC3(O4)C2C(=O)NC2CCCCC2)C1 (centres undefined) | -5 | 0 | -1 | -0.2 | -0.4 | -0.8 | 1.4 | 1 | 2 | -1.8 | -1.3
COc1cccc(NS(=O)(=O)NC(=O)c2c[nH]c3ccccc23)c1 | -8 | 1 | 3 | -1.1 | -0.1 | 0.5 | 0.1 | -6 | 6 | 1.1 | -0.6
N[C@@H](Cc1ccccc1)C(=O)N1CCOCC1 | 6 | -1 | 0 | -1.1 | -0.2 | -1.5 | 0.0 | 2 | 5 | 1.0 | -0.9
C[C@H](CO)N1C[C@H](C)[C@@H](CN(C)Cc2ccccc2)Oc2c(NS(=O)(=O)c3ccc(F)cc3)cccc2C1=O | 3 | -1 | 0 | -1.1 | -0.3 | -1.5 | 1.3 | 4 | 4 | 0.3 | -3.3
CN(CC(=O)NCCN1CCOCC1)S(=O)(=O)c1ccc(F)cc1 | -4 | -1 | -1 | -0.7 | -0.2 | -0.6 | -0.2 | -3 | -2 | 1.2 | -2.2
Clc1ccc(-c2n[nH]c3c2CCC3)cc1Cl | -3 | -1 | 0 | 0.1 | 0.8 | -0.1 | -0.1 | 6 | -4 | 1.1 | 4.0
Cc1cc(/C=C2\SC(=S)N(C)C2=O)c(C)n1-c1ccc(O)cc1 | -42 | -29 | 3 | -3.6 | -3.8 | -7.6 | -6.5 | 6 | -4 | -17 | -15
CCO/N=C(/C)c1c(O)cc(-c2ccccc2)n(-c2ccccc2)c1=O | 1 | 4 | 1 | -1.1 | -0.2 | -0.1 | 0.3 | 0 | -5 | 1.9 | 0.9
Cc1ccccc1N(C(=O)c1snc(C(N)=O)c1N)C(C(=O)NCc1ccccc1)c1ccc(O)cc1 (centres undefined) | -365 | -250 | -103 | -1.4 | -0.6 | -3.1 | -0.8 | -238 | -41 | -4.6 | -4.6
O=C(Nc1ccc(-c2nc3ccccc3o2)cc1)c1ccc(N2CCOCC2)c([N+](=O)[O-])c1 | 1 | 6 | -6 | -1.0 | 0.8 | -0.8 | 0.7 | -10 | -1 | 3.5 | -2.0
CCOC(=O)c1c(S(=O)(=O)NC2CCN(C(=O)OCC)CC2)c(C)n(C)c1C | -20 | 2 | -4 | -1.2 | -1.0 | -1.6 | 0.3 | 0 | 1 | 0.6 | 1.8
O=C(CSc1nc2ccccc2c(=O)[nH]1)Nc1ccccc1C(F)(F)F | -11 | -1 | -3 | 0.5 | -0.2 | 0.5 | 2.8 | 1 | -7 | 2.8 | -1.4
COC(=O)c1sccc1NC(=O)/C=C/c1c(Cl)cccc1Cl | 1 | -1 | 2 | -0.1 | 0.2 | 0.1 | -0.8 | 8 | 0 | 0.6 | 0.3

High-throughput results: PubChem BioAssay, The Scripps Research Institute Molecular Screening Center
